Bioassay records: PubChem, National Center for Advancing Translational Sciences (NCATS)
RXFP1 antag – RXFP1 (human) relaxin receptor antagonism; 350,000 tested, 0.59% active; activity change, negative = inhibition, % at 57.5 µM; HEK293-RXFP1, relaxin-stimulated cAMP HTRF, 30 min; active compounds read low;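 active means activity change of -60% or lower, but not beyond a set lower limit; inconclusive means change between -60% and -40%, or beyond the set limit; inactive means change above -40%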
Target sequence (Q9HBX9 whole entry, looked up): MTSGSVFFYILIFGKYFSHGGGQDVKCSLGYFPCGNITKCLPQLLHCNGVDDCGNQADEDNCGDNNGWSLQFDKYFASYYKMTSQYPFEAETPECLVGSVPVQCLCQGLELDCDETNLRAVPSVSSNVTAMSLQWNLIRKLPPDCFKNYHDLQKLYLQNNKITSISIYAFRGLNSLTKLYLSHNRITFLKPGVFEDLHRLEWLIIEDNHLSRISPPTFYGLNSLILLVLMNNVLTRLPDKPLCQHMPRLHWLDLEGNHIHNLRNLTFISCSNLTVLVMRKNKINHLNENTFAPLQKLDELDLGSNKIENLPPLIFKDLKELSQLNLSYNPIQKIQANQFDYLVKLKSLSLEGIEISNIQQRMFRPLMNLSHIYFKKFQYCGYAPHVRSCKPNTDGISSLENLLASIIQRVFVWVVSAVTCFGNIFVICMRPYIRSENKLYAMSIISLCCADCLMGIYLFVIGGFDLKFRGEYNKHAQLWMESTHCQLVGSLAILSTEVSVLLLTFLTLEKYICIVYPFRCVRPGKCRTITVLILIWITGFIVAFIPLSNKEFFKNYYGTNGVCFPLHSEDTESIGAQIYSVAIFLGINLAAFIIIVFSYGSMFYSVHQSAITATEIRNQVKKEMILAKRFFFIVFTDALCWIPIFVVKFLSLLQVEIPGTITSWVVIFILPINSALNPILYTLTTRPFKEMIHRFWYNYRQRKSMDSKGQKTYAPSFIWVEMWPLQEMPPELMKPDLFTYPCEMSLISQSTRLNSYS
Active calls of the source: *; ? = inconclusive. On the % scale 0 is the no-effect control and ±100 the full control effect. Not all compounds are listed. The share of hits here may be higher or lower than overall.

SMILES	RXFP1 antag
COC(=O)c1ccccc1S(=O)(=O)N1CCC(C(=O)OC(C)C(=O)N(C)Cc2ccccc2)CC1 (centres undefined)	-7
O=C(O)/C=C/c1ccc(Cn2ccnc2)cc1	17
Cc1ccc(Nc2nnc(SC(C)C(=O)NCC3CCCO3)s2)cc1 (centres undefined)	-5
CSc1ccc(Cl)c(C(=O)N2CCN(CC(=O)N3CCCC3)CC2)c1	-7
CCCCn1cnc2c(SCc3ccccc3F)nc(N)nc21	-20
O=C1C2C3C=CC(C3)C2S(=O)(=O)C2C3C=CC(C3)C12 (centres undefined)	-5
COC(=O)c1ccc(CN2CCC(Oc3cccc(C(=O)N4CCCC4)c3)CC2)cc1	-13
C[C@@H]1CN([C@H](C)CO)C(=O)CCCn2cc(nn2)CO[C@H]1CN(C)S(=O)(=O)c1ccc(-c2ccccc2)cc1	-3
NC1=CC(=O)C(=O)c2ccccc21	-9
CCC1/C(=N\O)CC(c2ccco2)NC1c1ccco1 (centres undefined)	10
O=C(CSc1nnc2ccc(-c3ccccn3)nn12)Nc1ccc(F)cc1	5
CCCCCCN1C[C@H](O)[C@@H](n2cc(C3CC3)nn2)C[C@@H]1c1ccc(OC)cc1	-9
COCCCN1C(=O)C(CC(=O)NC(c2ccccc2)c2ccccc2)CC(C(=O)N2CCOCC2)=C1C (centres undefined)	8
Cc1ccc(NC(=O)c2sc3ncn(CC(=O)N4CCN(c5ccccn5)CC4)c(=O)c3c2C)cc1	-4
CC(O)C(NS(=O)(=O)c1ccc(Cl)cc1)C(=O)OCC(=O)c1ccc2c(c1)NC(=O)CO2 (centres undefined)	-3
CCc1ccc(NC(=O)c2ccc3c(c2)CCN3S(C)(=O)=O)cc1	3
Cc1occc1C(=O)N/N=C/c1ccc[nH]1	11
CCN1/C(=C/c2ccc3cccc(C)c3[n+]2CC)Sc2ccccc21	-18
CCN(C(=O)CSc1nnc(-c2cccc(Cl)c2)n1N)c1c(N)n(Cc2ccccc2)c(=O)[nH]c1=O	7
CN(C)S(=O)(=O)c1ccc(C(=O)NC(=O)CSc2nnnn2C)cc1	5
O=c1cc(-c2ccc(O)cc2)oc2cc(O)c([C@@H]3O[C@H](CO)[C@@H](O)[C@H](O)[C@H]3O)c(O)c12	8
Cc1ccc(N=Nc2c(N)n(-c3ccccc3)[nH]c2=O)cc1	-14
CCCc1c(C(=O)N/N=C/c2ccc(-c3ccccc3)cc2)nnn1-c1nonc1N	0
CC(C)CC1C(=O)N(Cc2cn(CCC3OCCO3)nn2)CCS(=O)(=O)N1Cc1ccc(-c2ccc(F)cc2)cc1 (centres undefined)	-3
O=C(c1cc(-c2ccc(F)cc2)nc2ccccc12)N1CCC1	-8
CC(NC(=O)CSc1ccc(S(=O)(=O)N2CCOCC2)cn1)c1ccc(Cl)cc1Cl (centres undefined)	10
Cn1cnc2c(=O)sc3ccccc3c21	-16
NC(=O)C1CC(=O)N(c2ccc(OCC(=O)N3CCCC3)cc2)C1 (centres undefined)	-1
O=C(NCCC(=O)N1CCN(C(=O)c2ccco2)CC1)c1ccccc1Cl	-12
CC1(c2ccccc2)NC(=O)N(CC(=O)N2CCN(S(=O)(=O)c3c(F)cccc3F)CC2)C1=O (centres undefined)	-4
COc1ccc(NC(=O)C2CC(c3ccc(OC)c(OC)c3)=NO2)cc1OC (centres undefined)	-1
C/C=C/c1ccc2c(c1)O[C@H](CN(C)C(=O)NC1CCCC1)[C@H](C)CN([C@H](C)CO)S2(=O)=O	10
Cc1ccc(C)c(NC(=O)C2(C)CC3c4ccccc4C2c2ccccc23)c1 (centres undefined)	1
COc1ccc(NCC(=O)Nc2cccc(C(F)(F)F)c2)cc1S(=O)(=O)N1CCOCC1	3
O=C1NC(=O)C2(CCCc3ccc([N+](=O)[O-])cc32)N1 (centres undefined)	4
O=C(OCc1ccccc1)N(CCF)c1cn(Cc2ccccc2)c(=O)n(Cc2ccccc2)c1=O	-3
COc1ccc(OC)c(C=Cc2ccc([N+](=O)[O-])cc2)c1	-1
CC(=O)NC1CCCC(NC(C)=O)C1 (centres undefined)	-16
COc1cc(OC)c(C(=O)OCC(=O)Nc2ccc(S(=O)(=O)N3CCOCC3)cc2)cc1OC	-5
CC(=O)Nc1cccc(NC(=O)/C=C/c2ccc(S(=O)(=O)N3CCOCC3)cc2)c1	-14
Cn1c(=O)c2c(nc(CN3CCc4ccccc4C3)n2CC(=O)c2ccccc2)n(C)c1=O	-9
Cc1csc2ncc(C(=O)N3CCc4ccccc43)c(=O)n12	0
Nc1ccccc1N	?
CC(C)NC(=O)N(C)C[C@@H]1Oc2cc(C#Cc3ccccn3)ccc2S(=O)(=O)N([C@@H](C)CO)C[C@H]1C	-10
CC1CCC(=NNS(=O)(=O)c2ccc([N+](=O)[O-])cc2)CC1 (centres undefined)	-11
ON=C1C2CC=C(c3ccccc3)C1CCC2 (centres undefined)	-6
COc1cc(/C=C2\SC(=O)N(CC(=O)Nc3cccc(C)c3)C2=O)ccc1OC(C)C(=O)O (centres undefined)	2
Cc1ccc(C)c(NC(=O)CN(C)C(=O)COc2ccc3ccccc3c2)c1	-24
Cc1cccc(OCC(O)CNC(=O)c2ccccc2C(=O)O)c1 (centres undefined)	-9
COc1ccc(CNC(=O)CN2C(=O)NC3(CCCCCCC3)C2=O)cc1	-8
O=C(COC(=O)c1ccccc1F)Nc1ccc(S(=O)(=O)N2CCOCC2)cc1	-8
CC(C)(C)S(=O)(=O)N1C[C@H]2CC/C=C\C/C=C\2[C@@H]1CCO	-7
Cc1nc(Nc2ncc(C(=O)Nc3c(C)cccc3Cl)s2)cc(N2CCN(CCO)CC2)n1	-36
O=C(NCc1ccc2c(c1)OCO2)c1cc([N+](=O)[O-])ccc1N1CCOCC1	6
O=C(COC(=O)c1ccco1)NCc1ccc(Cl)cc1Cl	-6
O=C(COC(=O)c1ccc(Br)o1)NCc1ccc2c(c1)OCO2	7
C[C@@H]1CN([C@H](C)CO)C(=O)CCCn2nncc2CO[C@@H]1CN(C)C(=O)Nc1ccc2c(c1)OCO2	-6
O=C(Nc1cc2c(oc1=O)CCCC2=O)c1cccc(Cl)c1	16
CC(C)n1nnnc1SCC(=O)NCc1ccco1	-1
COc1ccc(Br)cc1/C=N/NC(=O)c1ccc(COc2ccc3c(c2)CCC3)o1	4
(list continues)
SMILES	RXFP1 antag
O=C(c1ccccc1)c1ccc2ccccc2c1	-6
COc1cc(N=Nc2ccc(C(=O)N(C)C)cc2)c(C)cc1N	2
CCOc1cccc(/C=C(\C#N)C(=O)NC2CC2)c1	-7
O=S(=O)(c1ccc(F)cc1F)N1CCN(CCO)CC1	-7
O=C1OC(c2ccccc2)(c2cc(Br)c(O)c(Br)c2)c2ccccc21 (centres undefined)	2
COc1ccccc1C(CNC(=O)c1ccc(NS(=O)(=O)c2ccc(C(C)=O)cc2)cc1)N1CCCC1 (centres undefined)	2
O=C1CCCCc2cc(O)c(O)cc21	10
COc1ccccc1-c1nnc(SCC(=O)NC2CCCCC2)n1N	-3
[O-][N+](=Cc1ccccc1)c1ccc(Cl)cc1	-8
O=C(CCN1C(=O)c2ccccc2C1=O)c1ccccc1	0
Cc1cccc(CCNC(=O)C2CCC(=O)N(Cc3ccccc3F)C2)n1 (centres undefined)	-4
CC(=O)c1ccc(OCCCC(=O)Nc2cccc(S(=O)(=O)N3CCCCCC3)c2)cc1	-2
Cc1[nH]nc(C(F)(F)F)c1N=NN1CCOCC1	-2
CC(C)C[C@H](NC(=O)c1[nH]cnc1C(=O)Nc1ccccc1F)C(=O)OC(C)(C)C	-18
CC(C)CC1C(=O)N(Cc2cn(CC3CCCCC3)nn2)CCS(=O)(=O)N1Cc1ccc(-c2ccc(Cl)c(Cl)c2)cc1 (centres undefined)	-3
O=C(O)c1ccccc1C(=O)N1CCN(S(=O)(=O)c2cccc(C(F)(F)F)c2)CC1	13
Cc1cnc(NC(=O)C2CC(=O)N(c3ccc4c(c3)OCCO4)C2)s1 (centres undefined)	-2
CCCCN1C[C@H](c2ccc(Br)cc2)[C@@H](CC(=O)Nc2ccc(Br)cc2)C1=O	11
CCCCCN(C(=O)CCC(=O)OCC(=O)N1CCCCC1CC)c1c(N)n(CCCC)c(=O)[nH]c1=O (centres undefined)	-6
CN(C)c1ccc(/C=C2\c3ccccc3C(=O)N2c2ccccc2)cn1	14
CSc1ncnc2ncn(C)c12	2
C=C(CN(C)C)C(=O)c1cc(OC)c(OC)cc1OC	22
COc1cc(C2C3=C(CCCC3=O)Nc3[nH]n(-c4ccccc4)c(=O)c32)ccc1O (centres undefined)	29
Cc1cc(C(=O)NN=Cc2ccc(-c3ccc(F)cc3)o2)c(C)o1	2
Cc1ccc(NC(=O)CSc2nnc(COc3ccccc3F)n2N)cc1S(=O)(=O)N1CCOCC1	0
CC(=O)Nc1ccc(C=CC(=O)c2ccc([N+](=O)[O-])cc2)cc1	-11
CCc1nnc(NC(=O)c2cccc(S(=O)(=O)N3CCN(C)CC3)c2)s1	10
COc1ccccc1NC(=O)N(CCN1CCCC1)Cc1cc2cc(C)ccc2[nH]c1=O	19
CC(=O)c1c(O)c(C)c(O)c2c1OC1=Cc3c(c(C)nn3-c3ccccc3)C(=O)C12C (centres undefined)	1
C[C@H](CO)N1C[C@H](C)[C@@H](CN(C)Cc2ccc3c(c2)OCO3)Oc2cc(Br)ccc2S1(=O)=O	19
CC1(C)CN(CCc2ccccc2)C(=O)[C@H]1CC(=O)Nc1ccccc1	-7
Cc1cc(C)cc(OCc2nc3ncc(Br)cc3[nH]2)c1	-6
O=C(NNc1c(F)c(F)cc(F)c1F)c1ccco1	2
OCC1OC(n2cnc3c(SCc4ccccc4)nc(NO)nc32)C(O)C1O (centres undefined)	1
CCCCc1c(O)nc(SCC(=O)N2CCOCC2)n(-c2ccc(C)cc2)c1=O	8
CCCn1cnc2c(SCCc3ccccc3)nc(N)nc21	6
O=C(NCCN1CCOCC1)c1ccc2c(c1)N(Cc1cccc(Cl)c1)C(=O)c1ccccc1S2(=O)=O	3
CCCc1cc(=O)[nH]c(SCC(=O)N2CCc3ccccc32)n1	-7
O=C(Nc1cccc(-c2cccc(Cl)c2)c1)C1CCN(Cc2nccs2)CC1	-8
Cc1ccc(C)c(OCCC(=O)Nc2ccccc2C(=O)NC2CC2)c1	3
CC1CCCC(NC(=O)CSc2ncnc3ccccc23)C1C (centres undefined)	2
OCc1ccccc1SSc1ccccc1CO	-65*
COc1ccc([C@H]2C[C@H](n3cc(-c4ccc(F)cc4)nn3)[C@@H](O)CN2CC2CCCCC2)cc1	-10
NC(=N\N=Cc1ccco1)/C(N)=N/N=Cc1ccco1	-5
N#Cc1cnn2c1nc(N1CCCCC1)c1ccccc12	-16
COc1ccc(NC(=O)c2ccc(NC(=O)c3cccnc3)cc2)cc1	1
Cc1cccc(C)c1OCC(=O)NNC(=O)CCCn1c(=O)oc2ccccc21	0
Clc1ccccc1N1CCN(Cc2ccc(Br)o2)CC1	-10
CCN(CC)CCNC(=O)C1(c2ccccc2)CCCCC1	0
COc1cc(C(=O)NCCNC(=O)c2ccco2)cc(OC)c1OC	-6
CN(C(=O)COC(=O)CCC(=O)c1ccc(F)cc1)C1CCCCC1	-2
Cc1ccc2c(c1)C=CC(C#N)N2C(=O)Oc1ccccc1 (centres undefined)	-9
Oc1ccc(/C=N/Nc2cc(N3CCOCC3)nc(N3CCOCC3)n2)cc1	5
COc1ccc(S(=O)(=O)N2CCOCC2)cc1C(=O)NCc1c(C)nn(Cc2ccccc2)c1C	-3
Nc1ccn(C2OC(COP(=O)(O)O)C(O)C2O)c(=O)n1 (centres undefined)	1
COc1cccc(OCC(O)CN2CCN(C(c3ccccc3)c3ccccc3)CC2)c1 (centres undefined)	-18
Cc1cc(C)n(CCCNC(=O)COc2ccc([N+](=O)[O-])cc2)n1	11
COc1cc(OC)c(C(=O)OCC(=O)N2CCN(S(=O)(=O)c3ccc(C)cc3C)CC2)cc1OC	-11
OCC1OC(n2cnc3c(SCc4ccccc4)ncnc32)C(O)C1O (centres undefined)	-7
CCOc1ccc(/C=N/NC(=O)c2ccc3nc[nH]c3c2)cc1OC	-4
COc1cc2cc(CN(Cc3ccc4c(c3)OCO4)C(=O)c3ccco3)c(=O)[nH]c2cc1OC	2
